# HP1b chromo inh: blocks HP1-beta chromodomain binding to methylated histone tails; P83916; AlphaScreen HP1-beta / biotin-H3K9me3 peptide binding; Potency, µM (top dose mostly 114 µM), for inactives: at the highest dose activity change, negative = inhibition, most hits filed as inhibitors; actives 0.56% (n = 390,000); AID 540317; note: potency is the fitted concentration of half-maximal effect; nearly all actives have a fitted effect of over 70% in size; inactives centre near 23
#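 AlphaScreen: HP1-beta (50 nM) preformed 30 min with biotin-H3(1-18)K9me3 peptide (50 nM) in PBS pH 7.4, 0.01% Tween-20. Compound added for 30 min at RT, then streptavidin donor/nickel chelate acceptor beads (10 ug/mL) for 30 min.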
# GLS inh: inhibitors of human glutaminase (GLS). GLS enzymatic activity, qHTS titration. O94925. Potency, µM (doses to about 45.5 µM), without a hit: top-dose activity change, negative = inhibition, actives largely listed as inhibitors. actives 0.21% (n = 410,000); note: potency is the fitted concentration of half-maximal effect; % is set by controls: 0 for no effect and ±100 for the full control effect
#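 hKGA in 45 mM KH2PO4 pH 8.2, 0.02% Tween-20 with pin-transferred compounds; 1 mM L-glutamine (stock) plus glutamate oxidase/HRP/Amplex Red coupling added. Fluorescence read initially and after 30 min at RT.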
# BAZ2B inh: inhibitors of human BAZ2B bromodomain; Potency, µM (highest dose often 114 µM), for inactives: at the top dose activity change, negative = inhibition, most hits filed as inhibitors; Q9UIF8; actives 4.4% (n = 360,000); AlphaScreen BAZ2B-H3K14Ac peptide displacement; note: potency is the fitted concentration of half-maximal effect; % is set by controls: 0 for no effect and ±100 for the full control effect; nearly all actives have a fitted effect of over 60% in size
#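 AlphaScreen luminescence quantifies BAZ2B engagement of H3K14Ac peptide; the protein and biotinylated peptide are both at 50 nM final, buffer PBS pH 7.4 with 0.01% Tween-20, all steps at room temperature.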
# PI4K2A inh: inhibitors of human PI4K2A. Q9BTU6. purified PI4K2A, ADP-Glo luminescence, 1 h; stronger effect = lower value. activity change, negative = inhibition, % at 76.9 µM. actives 0.13% (n = 420,000); in the data active = activity change below about -50%; inconclusive = mostly about -30% to -49%;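 note: -100% = wells without enzyme as full effect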
#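 ADP-Glo luminescence measured ADP generated by PI4K2A enzyme (4 ug/mL before mixing) with 1.2 mM PI substrate (pre-mix) and 300 microM ATP (pre-mix). Tris pH7.5 buffer with MgCl2, Triton X-100; 1 h reaction at ambient temperature.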
# PGK inhibitor: T. brucei PGK inhibition; P07378; PGK/GAPDH coupled, Kinase-Glo luminescence, 60 min; Potency, µM (top dose mostly 57.5 µM), inactives show at the highest dose activity change, negative = inhibition, most hits filed as inhibitors; actives 0.043% (n = 380,000); AID 602233; note: potency is the fitted concentration of half-maximal effect; % is set by controls: 0 for no effect and ±100 for the full control effect; nearly all actives have a fitted effect of over 60% in size
#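 Luminescent ATP detection (Kinase-Glo Plus) follows a 60-minute room-temperature incubation, with wells lacking PGK as controls. Buffer: 100 mM TEA (pH 7.6), 5 mM MgCl2, 0.01% Tween-20. Coupling enzyme GAPDH (100 nM final) supplies unstable 1,3-BPG in-well.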
# JMJD2A Tudor inh: JMJD2A Tudor domain (human) inhibition; AID 504339; actives 4.4% (n = 390,000); AlphaScreen JMJD2A-Tudor / H3K4me3 peptide binding; Potency, µM (highest dose often 114 µM), for inactives: at the highest dose activity change, negative = inhibition, usual class: inhibitors; note: potency is the fitted concentration of half-maximal effect; % is set by controls: 0 for no effect and ±100 for the full control effect; nearly all actives have a fitted effect of over 50% in size
# Pin1 inh: blocks the human prolyl isomerase Pin1. Q13526. actives 0.009% (n = 390,000). Potency, µM (titrated, usually from 115 µM), for the others: top-dose activity, negative = inhibition, actives largely listed as inhibitors. Pin1 FP peptide displacement, HiFluor488, 10 min; active = well fitted inhibition curve with a large enough effect in the polarisation, with a control signal flat, not every such curve was filed as active; inconclusive = small, poorly fitted or top-dose-only effect, or effect the other way, or a change in a side signal; inactive = no such curve, though single readings can be large or run the other way; the % refers to the polarisation; note: potency is the fitted concentration of half-maximal effect; % is set by controls: 0 for no effect and ±100 for the full control effect
# Target sequence (Q13526 whole entry, looked up): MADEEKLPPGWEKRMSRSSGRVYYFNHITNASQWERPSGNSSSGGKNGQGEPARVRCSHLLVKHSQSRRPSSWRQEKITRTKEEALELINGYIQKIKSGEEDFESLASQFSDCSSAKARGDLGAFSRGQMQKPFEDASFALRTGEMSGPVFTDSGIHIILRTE
# G9a inh: G9a (human) methyltransferase inhibition; G9a H3K9 monomethylation, AlphaScreen, 2 h; Potency, µM (highest dose often 102 µM), inactives show top-dose activity, negative = inhibition, usual class: inhibitors; actives 8.8% (n = 350,000); AID 504332; note: potency is the fitted concentration of half-maximal effect; % is set by controls: 0 for no effect and ±100 for the full control effect; nearly all actives have a fitted effect of over 75% in size
# Target sequence (Q96KQ7 913-1193 limits assumed): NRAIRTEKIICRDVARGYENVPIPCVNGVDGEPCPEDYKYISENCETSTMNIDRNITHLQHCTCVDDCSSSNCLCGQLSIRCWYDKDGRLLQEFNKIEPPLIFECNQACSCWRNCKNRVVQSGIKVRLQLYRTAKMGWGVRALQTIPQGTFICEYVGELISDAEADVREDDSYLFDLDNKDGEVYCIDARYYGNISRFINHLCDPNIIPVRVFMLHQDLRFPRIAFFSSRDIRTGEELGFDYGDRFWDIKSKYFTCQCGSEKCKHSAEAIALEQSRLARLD
#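 Step 1: enzyme (final 20 nM) with compound, 15 min RT. Step 2: substrate peptide 500 nM and SAM 20 uM, 2 h RT. Step 3: anti-H3K9me1 antibody and AlphaScreen beads, 10 min, then plate read.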
# ERG Ets-DNA blk: inhibitors of human ERG Ets domain-DNA interaction; Potency, µM (series often up to 76.9 µM), inactives show top-dose FP activity, negative = inhibition, most hits filed as inhibitors; P11308; fluorescence polarization, His-ERG Ets domain / labelled DNA; actives 0.028% (n = 370,000); active = well fitted inhibition curve with a large enough effect in the polarisation, with a control signal flat; inconclusive = small, poorly fitted or top-dose-only effect, or effect the other way, or a change in a side signal; inactive = no such curve, though single readings can be large or run the other way; the % refers to the polarisation;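 note: polarization taken with two DNA probes labelled with fluorescein and Texas red; potency is the fitted concentration of half-maximal effect; % of control where 0% means no effect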
# Target sequence (P11308 whole entry, looked up, the tested form may be a part): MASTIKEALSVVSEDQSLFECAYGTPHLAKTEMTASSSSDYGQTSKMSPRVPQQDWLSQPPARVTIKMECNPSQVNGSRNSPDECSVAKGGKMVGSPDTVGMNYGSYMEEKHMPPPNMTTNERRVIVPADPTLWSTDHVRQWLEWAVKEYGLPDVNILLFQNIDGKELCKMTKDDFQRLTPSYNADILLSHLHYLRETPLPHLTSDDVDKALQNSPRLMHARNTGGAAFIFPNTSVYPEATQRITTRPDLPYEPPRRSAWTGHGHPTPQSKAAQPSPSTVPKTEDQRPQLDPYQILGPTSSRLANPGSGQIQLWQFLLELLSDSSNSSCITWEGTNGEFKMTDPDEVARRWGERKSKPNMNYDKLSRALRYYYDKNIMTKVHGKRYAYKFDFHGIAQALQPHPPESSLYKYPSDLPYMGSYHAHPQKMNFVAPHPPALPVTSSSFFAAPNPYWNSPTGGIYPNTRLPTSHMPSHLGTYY
#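 His-tagged ERG Ets domain (1 uM in the protein solution; 300mM KCl, 50mM Tris-HCl, 1mM EDTA, 1mM DTT, pH 7.5) received compound, then a probe mix of 5 nM fluorescein-DNA and 100nM Texas-615-DNA. Fluorescence polarization was read for both dyes.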
# * marks the source's active call; other numbers are inactive results; i = inactive; u = inconclusive; x = no result given; & = joins results of further samples; [ ] = remark or other dose. Unless noted, calls come from the whole dose curve; as a rule, active = well fitted curve in the direction sought with a large enough effect; inconclusive = small, poorly fitted or top-dose-only effect, or another doubt; inactive = no such curve, though single readings can be large; an effect the other way counts as inactive or inconclusive.
SMILES,HP1b chromo inh,GLS inh,BAZ2B inh,PI4K2A inh,PGK inhibitor,JMJD2A Tudor inh,Pin1 inh,G9a inh,ERG Ets-DNA blk
O=C(O)CCN=Cc1c(O)c2ccccc2oc1=O,27.5%,-1.3%,-18.5%,-3.5,-0.5%,0.0%,-11.5%,-3.2%,65.2%[activator]
CCOc1ccc(-n2c(SCC(=O)Nc3ccc(OC)cc3OC)nc3c(c2=O)SCC3)cc1,8.2%,-2.8%,-9.8%,-2.3,i,u,0.1%,3.0%[0.0925 µM],-16.3%
COc1ccc(S(=O)(=O)N2CCCC2CNC(=O)C(=O)NCc2ccccc2Cl)cc1 (stereo unspecified),37.1%,-4.4%,4.9%,-3.0,-9.6%,-3.1%,13.2%,-1.6%,4.8%
CCN1CCN(c2ncnc3c2cnn3-c2ccc(C)cc2)CC1,15.5%,2.5%,-1.9%,0.7,i,-19.0%,0.8%,-45.9%[59 µM],3.6%
C=CCSc1nc(C)c(CCCC)c(=O)[nH]1,18.3%,-6.0%,7.5%,8.4,3.3%,-9.0%,-2.9%,-3.6%,2.4%
CC(C)CCOc1cccc(C2c3c(oc4ccccc4c3=O)C(=O)N2CCCN2CCOCC2)c1 (stereo unspecified),42.0%[activator],-0.3%,x,-1.6,-3.8%,-25.4%,-1.8%,x,-8.4%
CC(Sc1nc(NCc2ccccc2)nc(N(C)C)n1)C(=O)Nc1ccccc1 (stereo unspecified),47.1%[activator],3.5%,-25.5%,-4.1,-4.9%,-12.2%,18.1%,x,-0.3%
CCCNc1nc(=S)n(-c2ccccc2)c(C)c1C(C)=O,38.5%,-1.2%,-14.4%,7.1,-2.9%,-1.4%,-7.1%,x,-1.6%
CCCCN(C1CCS(=O)(=O)C1)S(=O)(=O)c1ccc(OC)cc1 (stereo unspecified),15.0%,4.9%,-6.2%,-1.5,-0.6%,1.7%,7.9%,7.1%[0.501 µM],-0.5%
Cc1ccc(Nc2[nH]c(=O)c3ccccc3c2C(=O)c2ccccc2)cc1,3.8%,-0.1%,x,0.5,i,-16.5%,7.3%,x,9.5%
Cc1ccc2c(=O)c(C(=O)c3ccc(F)cc3)cn(CC(=O)NCCc3ccccc3)c2n1,59.4%[activator],-5.0%,51.5%[activator][57.1 µM],2.3,i,-18.8%,u,16.9%[59 µM],3.3%
CCCCCCCn1c2c(c(=N)c3ccccc31)CCC2,13.7%,2.5%,u,5.2,-9.8%,u,-7.4%,x,6.5%
COc1ccc(CN2C(=O)c3cccnc3C2=O)cc1S(=O)(=O)N1CCOc2ccc(Cl)cc21,48.5%[activator],2.4%,-13.8%,-2.0,0.4%,-20.9%,13.1%,x,-0.5%
Cc1cc(C)cc(NC(=O)CSCc2cc(=O)n3ccsc3n2)c1,58.4%[activator],-0.7%,-3.2%,6.5,-1.1%,-12.3%,-1.8%,u,-4.5%
COc1ccc(S(=O)(=O)N2CCOC2CNC(=O)C(=O)NCc2ccco2)cc1 (stereo unspecified),13.9%,1.3%,-28.3%,-1.7,-0.9%,2.8%,-1.4%,4.8%,8.6%
Cc1ccc(C)c(N2CCN(C(=O)C3CCN(S(=O)(=O)c4cn(C)cn4)CC3)CC2)c1,-12.2%,-6.6%,-13.3%,4.7,-3.9%,-20.9%,-7.8%,7.4%[59 µM],8.3%
O=C(NCc1cccc(Cl)c1)C1CCCN(c2ncnc3c2nc2n3CCCCC2)C1 (stereo unspecified),33.1%,5.0%,-8.6%,0.8,2.5%,-15.9%,3.4%,x,5.6%
CCCCn1c(N)c(N(CCOC)C(=O)c2c(CC)noc2C)c(=O)[nH]c1=O,28.9%,16.0%,7.2%,-0.5,-7.4%,-6.1%,-1.2%,-2.5%[12.7 µM],-15.9%
COc1ccc(OC)c(NS(=O)(=O)c2ccc(-c3coc(C)n3)cc2)c1,21.5%,4.4%,-20.5%[57.1 µM],0.1,-6.9%,-18.9%,9.0%,12.3%,-0.5%
NS(=O)(=O)c1ccc(O)c(NC(=O)c2ccc([N+](=O)[O-])o2)c1,44.7µM*,u,-15.8%,3.7,-8.6%,50.1µM*,-19.1%,u,8.0%
c1ccc(-n2nnc3ccccc32)cc1,90.4%[activator],-6.7%,0.9%,0.1,-0.1%,6.2%,-0.8%,9.2%[12.7 µM],14.3%
c1ccc(CCCCc2ccncc2)cc1,31.0%[57 µM],1.6%,x,-0.7,-1.8%,16.6%,-1.6%,x,6.7%
Cc1ccnc2nc(C(=O)OCC(=O)NC3CCCC(C)C3C)nn12 (stereo unspecified),14.5%,16.0%,9.7%,-14.3,7.5%,-6.0%,1.3%,-5.6%[59 µM],22.8%
Cc1ccc(-c2nnn(CC(=O)N(CC(=O)NC3CCCCC3)c3ccccc3F)n2)o1,30.1%,-1.3%,u,-1.7,1.7%,-22.5%,-1.2%,35.5µM*,18.3%
CCOc1ccccc1CN1CCN(Cc2[nH]c3ccccc3c2C)CC1CCO (stereo unspecified),-11.2%,11.0%,-30.9%,0.2,1.3%,u,-7.0%,70.8µM*,-5.1%

# 2 compounds drawn at random from those above:
SMILES,HP1b chromo inh,GLS inh,BAZ2B inh,PI4K2A inh,PGK inhibitor,JMJD2A Tudor inh,Pin1 inh,G9a inh,ERG Ets-DNA blk
c1ccc(CCCCc2ccncc2)cc1,31.0%[57 µM],1.6%,x,-0.7,-1.8%,16.6%,-1.6%,x,6.7%
Cc1ccc(-c2nnn(CC(=O)N(CC(=O)NC3CCCCC3)c3ccccc3F)n2)o1,30.1%,-1.3%,u,-1.7,1.7%,-22.5%,-1.2%,35.5µM*,18.3%

# Remaining list, next part:
SMILES,HP1b chromo inh,GLS inh,BAZ2B inh,PI4K2A inh,PGK inhibitor,JMJD2A Tudor inh,Pin1 inh,G9a inh,ERG Ets-DNA blk
CCc1ccccc1NC(=O)C1(C)Cc2ccccc2C(=O)O1 (stereo unspecified),23.0%,1.2%,5.5%,4.1,5.9%,-5.4%,3.0%,7.1%[59 µM],4.0%
CC(/C=C/c1ccc2c(c1)OCO2)=N/NC(=O)c1ccncc1,16.0%,1.5%,-7.4%,1.5,-7.6%,-11.3%,2.0%,x,-4.6%
O=C(CCCCCNC(=O)N1CCn2c1nc1ccccc12)NCc1ccc(F)cc1,45.6%[activator],0.7%,-17.3%,-1.6,i,-6.9%,-3.4%,57.6%[activator],-9.2%
Cc1nc(COC(=O)c2ccc(CO)cc2)cs1,45.4%[activator],-5.2%,3.9%,-1.8,-2.4%,-21.3%,-6.6%,0.9%,0.9%
COc1cc(OC)cc(C(=O)N2CCN(S(C)(=O)=O)CC2)c1,26.1%,3.4%,0.0%,-7.6,i,-6.9%,-0.5%,6.5%[12.7 µM],-5.1%
Cc1nn(Cc2ccc(Cl)cc2)c(C)c1NC(=O)CSc1nc2c(c(C(F)(F)F)n1)CCc1ccccc1-2,2.8%,-2.0%,5.8%,5.7,-7.0%,-29.1%,0.9%,15.0%[0.501 µM],0.2%
COc1ccccc1C(=O)COC(=O)C(CCSC)NC(=O)COc1ccccc1 (stereo unspecified),0.3%,4.4%,-34.6%,0.3,5.9%,-14.5%,1.2%,u,-3.1%
CCCCP(=O)(CCCC)Cc1ccccc1,25.2%,-11.0%,9.9%,-7.0,i,-11.2%,-6.9%,-3.5%[12.7 µM],-0.1%
COc1ccccc1C(=O)n1nc(-c2cccnc2)nc1NCc1ccccc1,35.1%&49.4%,-5.8%&-8.4%,-27.3%&-22.6%,6.3&3.4,-2.2%,-30.0%&-18.8%,0.4%&0.0%,-5.1%,4.1%&-0.7%
CC(CCc1ccccn1)C(=O)c1ccccc1 (stereo unspecified),23.0%,-4.7%,x,2.3,5.5%,-5.5%,14.5%,x,1.1%
Cn1c(=O)cc(SCC(=O)N2CCN(Cc3ccc4c(c3)OCO4)CC2)c2ccccc21,8.1%,25.4%,-5.0%,-0.4,-5.7%,-8.6%,3.3%,u,-4.4%
CCc1ccc(NC(=O)CCCn2nc(C)c3c(C)n(-c4ccccc4)nc3c2=O)cc1,36.9%,7.9%,-16.1%,1.6,-4.8%,-8.6%,-10.9%,4.2%[59 µM],-2.5%
COc1ccc(/C(O)=C2\C(=O)C(=O)N(CCN(C)C)C2c2cccc(OC)c2OC)cc1 (stereo unspecified),12.2%,2.2%,-28.1%,5.8,-6.7%,-17.1%,-1.7%,11.2µM*,11.5%
O=C(NNS(=O)(=O)c1ccc(F)cc1)c1ccccc1O,23.6%,16.6%,u,-2.5,-8.6%,1.7%,0.6%,31.6µM*,-6.6%
O=C(NCc1cccnc1)/C(=C/c1ccc([N+](=O)[O-])cc1)NC(=O)c1ccccc1,21.0%,6.2%,x,-8.9,5.1%,-2.8%,4.7%,x,-16.1%
CCC(C)(C)NC(=O)CN(Cc1cccs1)C(=O)CNS(=O)(=O)c1ccc(C)cc1,22.4%,3.6%,11.1%,-2.5,-0.7%,-16.7%,5.4%,-2.9%[59 µM],4.9%
CCOc1ccc(NC(=O)CSc2nc3ccccc3c(=O)n2CCCC(=O)NCCCN2CCCC2=O)cc1,36.9%[activator],-3.4%,-6.5%,8.6,-3.6%,-6.2%,1.7%,2.1%,12.0%

# Some entries already given, limited to HP1b chromo inh:
smiles	HP1b chromo inh
CCc1ccc(NC(=O)CCCn2nc(C)c3c(C)n(-c4ccccc4)nc3c2=O)cc1	36.9%
COc1ccc(/C(O)=C2\C(=O)C(=O)N(CCN(C)C)C2c2cccc(OC)c2OC)cc1 (stereo unspecified)	12.2%
